# Screens from PubChem.
# CCHFV vOTU inh: blocks the CCHF virus ovarian tumor domain protease. CCHFV vOTU protease, Pep-AMC fluorescence. inhibition, % at 11.5 µM. actives 0.55% (n = 370,000); also: 0% = vehicle wells with enzyme and 100% = no enzyme wells
# BoNT-A LC inh2: BoNT A light chain protease inhibition; actives 0.17% (n = 360,000); multiplex microsphere protease substrate cleavage, flow cytometry; inhibition, % at 10 µM; in the data active = inhibition above about 30%; inconclusive = no clear call, values can overlap the other calls; also: plate controls were buffer without enzyme for full effect and enzyme alone for no effect
# FBA Mtb inh: Mtb fructose-bisphosphate aldolase inhibition; purified M. tuberculosis FBA, fluorescence read-out; inhibition, % at 1 µM; actives 2.3% (n = 360,000); in the data active = inhibition above about 27%;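 also: 0% = vehicle and 100% = reference inhibitor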
# Target sequence (P9WQA3 whole entry, looked up): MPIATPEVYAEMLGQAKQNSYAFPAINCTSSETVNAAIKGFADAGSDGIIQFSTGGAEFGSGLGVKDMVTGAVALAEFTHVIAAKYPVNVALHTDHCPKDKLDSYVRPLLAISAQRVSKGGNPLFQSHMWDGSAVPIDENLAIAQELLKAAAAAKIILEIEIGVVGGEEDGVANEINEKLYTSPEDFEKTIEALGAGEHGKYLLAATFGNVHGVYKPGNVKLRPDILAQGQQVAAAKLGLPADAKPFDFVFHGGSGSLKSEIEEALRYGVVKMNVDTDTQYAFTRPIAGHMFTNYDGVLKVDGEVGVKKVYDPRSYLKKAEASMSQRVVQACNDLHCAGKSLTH
# BioA inh: BioA (M. tuberculosis) enzyme inhibition. purified M. tuberculosis BioA enzyme, plate reader. inhibition, % at 9.99 µM. actives 0.096% (n = 360,000); in the data active = inhibition above about 40%; inconclusive = no clear call, values can overlap the other calls
# Mtb UGM inh: Mtb UDP-galactopyranose mutase inhibition; actives 0.06% (n = 320,000); P9WIQ1; inhibition, % at 10 µM; purified UGM, fluorescence polarization probe displacement; in the data active = inhibition above about 10%, passing the limit was not always enough; inconclusive = no clear call, values can overlap the other calls
# Target sequence (P9WIQ1 whole entry, looked up): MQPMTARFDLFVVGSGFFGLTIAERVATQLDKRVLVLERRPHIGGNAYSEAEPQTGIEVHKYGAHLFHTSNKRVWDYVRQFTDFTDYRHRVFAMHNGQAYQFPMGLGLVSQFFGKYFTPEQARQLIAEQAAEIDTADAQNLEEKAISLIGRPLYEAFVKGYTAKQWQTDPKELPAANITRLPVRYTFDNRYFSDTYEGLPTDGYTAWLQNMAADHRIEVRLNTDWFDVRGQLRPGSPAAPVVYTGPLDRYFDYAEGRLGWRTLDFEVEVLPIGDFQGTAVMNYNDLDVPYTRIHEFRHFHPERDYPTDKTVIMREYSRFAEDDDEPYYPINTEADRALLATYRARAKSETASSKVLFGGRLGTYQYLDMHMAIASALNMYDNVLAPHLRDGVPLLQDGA
# GDH-TPI counter: counter-screen for M. tuberculosis FBA inhibitors: GDH-TPI coupled enzymes. GDH-TPI coupled enzyme counterscreen, NADH absorbance. inhibition, % at 4.8 µM. actives 1.2% (n = 360,000);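 also: 0% = DMSO wells and 100% = wells lacking the enzyme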
# FadD28 binding: M. tuberculosis FadD28 bisubstrate binding inhibition | FadD28 bisubstrate probe binding, fluorescence polarization | inhibition, % at 12.5 µM | actives 0.22% (n = 360,000); in the data active = inhibition above about 8.5%, passing the limit was not always enough; inconclusive = no clear call, values can overlap the other calls
# PrPC TRFRET: reduces human prion protein on the cell surface; P04156; cell surface PrPC, TR-FRET read-out; inhibition, % at 13.8 µM; actives 0.43% (n = 370,000); in the data active = inhibition above about 24%; also: 0% = median of the test wells and 100% = reference compound wells
# BoNT-F LC inh: inhibitors of Botulinum neurotoxin F light chain protease. Multiplex microsphere protease cleavage assay, flow cytometry. inhibition, % at 10 µM. actives 0.22% (n = 360,000); in the data active = inhibition above about 35%, passing the limit was not always enough; inconclusive = no clear call, values can overlap the other calls; also: plate controls were buffer without enzyme for full effect and enzyme alone for no effect
# The depositor's hits bear a star; ? = inconclusive; nt = not tested or not shown; & = joins results of further samples. Rule as the data show it, unless noted: active = inhibition above about 30%; inactive = the rest.
SMILES,CCHFV vOTU inh,BoNT-A LC inh2,FBA Mtb inh,BioA inh,Mtb UGM inh,GDH-TPI counter,FadD28 binding,PrPC TRFRET,BoNT-F LC inh
COCCNC(=O)C(c1ccc(F)cc1)N(Cc1ccccc1)C(=O)CCC(=O)Nc1nccs1 (stereo not drawn),-4.2,-0.8,-5.0,-0.5,1.2,0.8,-4.5,-3.2,1.0
COc1cccc(NC(=O)CN(C)C(=O)c2ccc3c(c2)S(=O)(=O)N=C2CCCCCN23)c1,-4.2,-0.9,3.3,nt,0.9,4.5,-0.2,-0.1,1.8
CCOC(=O)c1cc(Cl)c2c(ccc3ccccc32)n1,0.1,-0.3,0.6,0.4,nt,8.8,-6.3,-1.6,2.3
CC(C)CCSc1cc(NCCO)c([N+](=O)[O-])c2nonc12,16.4,-1.0,-8.2,0.5,-2.4,19.5,-2.7,-16.8,-12.1
COc1ccc(-n2nnnc2/C=C/Nc2cc(C(F)(F)F)ccc2OC)cc1,-4.8,-0.5,0.4,-0.6,2.7,11.8,-0.5,1.7,1.3
CC12COC3(C(=O)Nc4ccc(Cl)cn4)CC1CCC32C (stereo not drawn),-14.3,1.9,-2.3,nt,-0.5,-4.3,-0.5,2.8,7.8
CCCN(CC(=O)Nc1ccc(F)c(F)c1F)C(=O)c1ccc2c(=O)n3c(nc2c1)CCC3,-1.6,5.3,3.0,-0.5,-1.9,4.9,-1.2,-0.4,7.6
Cn1cc(/C=C/C(=O)N2CCCC(C(=O)c3cccc(C(F)(F)F)c3)C2)cn1 (stereo not drawn),-1.3,-0.4,-1.7,3.3,-0.2,-8.0,-4.6,3.9,2.0
Cn1cc(CC(=O)N2CCN(c3ccccc3F)CC2)c2ccccc21,10.7,-0.4,1.8,3.3,-0.7,-8.2,0.7,0.5,-1.1
COc1ccc(/C=C/C(=O)OCC(=O)Nc2ccc(C)cc2)cc1S(=O)(=O)N1CCOCC1,5.4,-0.2,-1.3,-1.0,0.4,3.7,-1.3,4.2,5.9
O=C(NCCOc1ccccc1)C1CCC(=O)N(Cc2ccc(Cl)cc2)C1 (stereo not drawn),2.9,3.0,-0.8,1.3,0.9,10.8,0.8,2.7,-0.1
CCOc1ccc(NC(=O)CN(C)C(=O)c2cccnc2Sc2ccc(C)cc2C)cc1OCC,4.1,0.1,0.8,1.0,nt,3.0,-1.2,4.4,0.6
COc1cc(CNn2c(C)n[nH]c2=S)cc(Cl)c1OCc1ccc(F)cc1,-1.6,1.2,1.8,-2.5,1.7,3.7,0.2,-2.4,-4.5
O=C(Nc1ccccc1Cl)c1cc(C2CCCCN2C(=O)c2cccs2)on1 (stereo not drawn),16.4,-0.3,0.8,-1.5,nt,9.1,-0.1,1.3,-0.3
O=C(Nc1cccc(Cl)c1N1CCOCC1)c1cccnc1,-11.5,3.3,-5.3,-2.2,1.4,2.2,-3.9,-1.9,3.2
Cc1ccc(CN2C(=O)[C@@H]3Cc4c([nH]c5ccccc45)C(C)(C)N3C2=O)cc1,1.2,0.1,3.4,-1.6,-0.5,6.2,-0.4,-2.5,2.4
OC[C@H]1OC(O)[C@H](O)[C@@H]1O (stereo partly drawn),-4.3,-0.3,4.5,0.2,2.7,-4.7,-1.9,-3.7,5.1
Cn1c(SCC(=O)NCC2COc3ccccc3O2)nnc1C(F)(F)F (stereo not drawn),-18.9,-0.4,1.7,-0.8,-0.1,10.2,-1.1,-6.2,2.1
C[C@@H]1CN([C@@H](C)CO)C(=O)CCCn2nncc2CO[C@@H]1CN(C)C(=O)Oc1ccc2ccccc2c1,9.2,0.3,2.4,-0.7&-0.1,nt,9.0,0.0,1.8,-3.2
Cc1cc(Nc2ccccc2C(=O)O)n(-c2cccc(Cl)c2)n1,-9.0,-0.3,0.5,nt,-1.2,-5.6,-2.4,6.5,-1.2

# Next section (2 carried over from the part before).
SMILES,CCHFV vOTU inh,BoNT-A LC inh2,FBA Mtb inh,BioA inh,Mtb UGM inh,GDH-TPI counter,FadD28 binding,PrPC TRFRET,BoNT-F LC inh
C[C@@H]1CN([C@@H](C)CO)C(=O)CCCn2nncc2CO[C@@H]1CN(C)C(=O)Oc1ccc2ccccc2c1,9.2,0.3,2.4,-0.7&-0.1,nt,9.0,0.0,1.8,-3.2
Cc1cc(Nc2ccccc2C(=O)O)n(-c2cccc(Cl)c2)n1,-9.0,-0.3,0.5,nt,-1.2,-5.6,-2.4,6.5,-1.2
CCCC(=O)Nc1ccc(NC(=O)Cc2ccccc2)cn1,13.9,-0.1,4.8,-1.2,-0.3,-0.8,-2.9,-1.7,-6.3
NC(=O)C1CCN(C(=O)CCSCc2ccccc2)CC1,2.8,-5.0,1.6,-3.5,1.6,-0.8,-3.5,6.3,-5.5
O=C(c1ccc([N+](=O)[O-])cc1)N1CCSC1c1ccc(Br)cc1 (stereo not drawn),-3.4,-0.1,-4.5,nt,-2.5,1.2,-0.1,-4.6,-2.7
Nc1cccc2c3c(oc12)CCCC3,-6.4,2.5,-1.9,-0.6,1.3,0.7,-1.8,2.0,?
CC(C)Cn1c(S(=O)(=O)O)nc2ccccc21,-10.1,-0.5,1.8,nt,2.5,-10.3,-1.9,-2.5,1.3
O=C(Cn1cnc2c(OCc3ccccc3)ncnc21)NCCCN1CCCC1=O,30.1*,-0.3,0.0,0.2,-1.5,4.5,0.2,1.3,2.1
COc1ccc(NC(=O)CC2C(=O)N(Cc3cccs3)C(=S)N2C(C)C)cc1 (stereo not drawn),18.2,-0.1,-1.3,-1.6,-0.1,5.0,-2.8,-5.0,-4.2
NC(=O)Nn1c(CCC(=O)O)ccc1-c1ccc(Cl)cc1,-6.0,0.3,2.3,-2.1,-0.5,2.5,-2.3,-2.1,3.0
COc1ccccc1NC(=S)N(CCc1ccc(OC)c(OC)c1)Cc1ccccn1,8.1,-0.7,1.0,0.4,-0.8,-0.6,-2.5,-6.9,1.8
CC1CCc2nn(CC(=O)NCc3ccco3)cc2C1 (stereo not drawn),-2.3,0.9,2.3,-2.8,2.2,3.0,0.5,0.9,2.3

# A second format for part of the listing above:
# Values run as follows: CCHFV vOTU inh | BoNT-A LC inh2 | FBA Mtb inh | BioA inh | Mtb UGM inh | GDH-TPI counter | FadD28 binding | PrPC TRFRET | BoNT-F LC inh
> CC(C)Cn1c(S(=O)(=O)O)nc2ccccc21
  -10.1 | -0.5 | 1.8 | nt | 2.5 | -10.3 | -1.9 | -2.5 | 1.3
> CC1CCc2nn(CC(=O)NCc3ccco3)cc2C1 (stereo not drawn)
  -2.3 | 0.9 | 2.3 | -2.8 | 2.2 | 3.0 | 0.5 | 0.9 | 2.3
> Nc1cccc2c3c(oc12)CCCC3
  -6.4 | 2.5 | -1.9 | -0.6 | 1.3 | 0.7 | -1.8 | 2.0 | ?
> O=C(Cn1cnc2c(OCc3ccccc3)ncnc21)NCCCN1CCCC1=O
  30.1* | -0.3 | 0.0 | 0.2 | -1.5 | 4.5 | 0.2 | 1.3 | 2.1

# The listing continues:
SMILES,CCHFV vOTU inh,BoNT-A LC inh2,FBA Mtb inh,BioA inh,Mtb UGM inh,GDH-TPI counter,FadD28 binding,PrPC TRFRET,BoNT-F LC inh
Cc1ccc(SCC(=O)OCC(=O)N(C)CC(=O)Nc2ccccc2Cl)cc1C,1.8,2.7,1.3,1.7,3.4,-9.5,0.1,3.4,5.2
CCc1ccc(NC(=O)Nc2cc(C(=O)O)ccc2N2CC3CC(C2)c2cccc(=O)n2C3)cc1 (stereo not drawn),3.0,-1.4,0.4,-0.9,2.0,-2.2,-2.1,-3.0,-2.5
Cc1ccc(C)c(S(=O)(=O)N2CCN(C(=O)Cc3ccsc3)CC2)c1,11.0,1.3,0.9,2.7,4.1,5.7,-0.8,-0.1,4.0
Cc1cc(S(=O)(=O)N2CCN(c3ccc(F)cc3)CC2)c(C)s1,3.5,-0.9,0.4,-0.7,0.4,-5.3,-0.7,7.5,-1.7
Cc1ccc(C(=O)N/C(=C\c2cccc([N+](=O)[O-])c2)C(=O)NC(Cc2ccccc2)C(=O)O)cc1 (stereo not drawn),8.6,2.5,1.5,-0.3,5.7,-11.2,-5.7,-15.1,-8.6
CC1(C)Cc2c(cnn2-c2ccc(F)cc2)C(NC(=O)CN2CCCC2=O)C1 (stereo not drawn),6.6,3.3,-3.8,0.5,-0.6,-7.7,-1.9,-0.7,2.0
C(=C\c1ccccc1)/CSc1nnc(-c2cccnc2)o1,10.9,0.2,-1.8,nt,-0.7,-10.9,-1.1,-1.4,3.9
CCc1c(C)sc(NC(=S)N2CCN(CC)CC2)c1C(=O)OC,1.0,0.1,1.4,nt,-1.3,6.0,-2.4,4.1,-1.4
CCCOc1ccccc1OCC(=O)N1CCN(CC(=O)N2CCOCC2)CC1,7.1,-0.2,-3.0,-1.1,nt,-3.5,-1.4,4.3,-4.8
COc1cc(C2SCCS2)cc(Br)c1Oc1ncccc1[N+](=O)[O-],-0.3,0.1,0.2,-1.9,2.3,9.6,-5.6,0.5,-5.3
COc1ccc(C(CC(=O)N2CCCC(C)C2)c2c(OC)cc(OC)c3ccc(=O)oc23)cc1 (stereo not drawn),-9.1,-0.5,5.2,-0.7,-4.4,14.7,-0.8,-7.3,-10.2
Cc1cccc(N2C(=S)NC3c4cc(Cl)ccc4OC2(C)C3C(=O)N(C)C)c1 (stereo not drawn),0.5,0.9,-2.6,nt,0.7,0.6,-2.1,-1.0,-6.8
O=[N+]([O-])c1ccc(/C=[N+](\[O-])CCO)o1,25.9,-0.1,-2.3,1.5,1.7,21.4,0.6,-12.8,1.1
O=C(O)CCCC(=O)Nc1ccccc1-n1ccnc1,1.9,-0.4,-0.3,0.9,-0.2,9.4,1.1,-3.7,5.6
Cc1ccc(-c2nc(C)sc2CC(=O)OCC(=O)Nc2cccc([N+](=O)[O-])c2)cc1,8.6,-0.7,-3.1,nt,nt,2.9,-0.6,-6.2,-13.2
Cn1cccc1-c1nc2ccc(NC(=O)c3cccs3)cc2[nH]1,19.7,-0.3,-0.1,9.4,2.6,30.1,-0.3,-6.9,-28.2
COc1ccc(OC)c(NC(=O)c2oc3c(c2C)C(O)CC(C)(C)C3)c1 (stereo not drawn),14.6,-0.1,0.9,0.7,-0.9,15.9,0.0,0.6,-9.1
Cc1cc(C)nc(NC(=O)CSc2nnnn2-c2ccccc2)n1,-9.4,nt,0.4,0.2,0.6,3.0,-0.8,1.3,nt
Cc1nc2oc3c(=O)[nH]cnc3c2c2c1COC(C)(C)C2,8.9,0.2,44.0*,0.0,1.6,4.9,-2.9,6.9,-6.6
CC1(C)CSC(=NCc2ccccc2)N1C(=O)c1cccc([N+](=O)[O-])c1,3.8,-1.4,-4.4,nt,-2.3,-2.1,-2.2,0.9,-9.7
COC(=O)c1ccc(NC(=S)NC2c3ccccc3CC2O)cc1 (stereo not drawn),11.7,-1.5,-4.9,nt,-2.4,-3.8,21.9*,14.3,2.6
O=C1c2ccccc2C(=O)N1c1ccc(Br)c2cccnc12,-5.2,0.2,-1.1,0.5,0.3,-2.5,-2.1,4.7,-3.7
O=C(Nc1ccc(OC(F)(F)F)cc1)c1[nH]ncc1[N+](=O)[O-],22.4,-2.6,-0.1,nt,2.2,0.6,-3.5,2.9,-13.7
CCC1CCCCN1CCCNC(=O)Cn1nc(-c2ccc(C)cc2)ccc1=O (stereo not drawn),-10.7,0.6,6.9,-0.1,-0.4,-4.9,-3.5,-6.1,-5.9
CC(=O)c1c(OC(=O)c2ccccc2)c2ccccc2n1C,12.4,-0.1,0.9,-1.4,-0.4,20.0,1.7,-11.2,4.7
COC(=O)/C(C#N)=C/c1c(Oc2cccc(C)c2C)nc2ccccn2c1=O,-10.1,?,3.6,nt,-0.8,-3.4,-2.4,3.4,?
CCC1=NN2C(=N)/C(=C\c3cccn3-c3ccc(Cl)cc3)C(=O)N=C2S1,9.6,0.0,-1.7,nt,2.7,-2.8,-3.0,-3.0,-1.9
CCOC(=O)C1=C(CS(=O)(=O)c2ccccc2)NC(=O)NC1c1ccc(O)c(OC)c1 (stereo not drawn),-7.6,1.2,-1.0,-0.6,1.9,6.3,-0.4,-0.8,-2.2
Brc1ccc(Oc2nsnc2N2CCOCC2)cc1,-2.6,-3.6,0.1,nt,0.2,3.7,0.0,2.5,-6.3
O=C(NCc1cccnc1)c1cccc(S(=O)(=O)Nc2cccc(Cl)c2)c1,6.7,-0.9,-3.5,-1.4,-1.0,20.8,-4.6,13.4,-4.5
COc1ccc(C(=O)C[n+]2ccc(-c3nnc4n3CCC4)cc2)cc1,0.8,-0.2,3.6,nt,0.8,8.8,-0.2,-34.1,-8.7
